# AT treatment = potential ataxia-telangiectasia treatments restoring KAP-1 phosphorylation. 320,000 tested, 0.19% active. […] A-T fibroblasts, KAP-1 phosphorylation AlphaLISA; neocarzinostatin DNA damage 30 min before lysis. Potency, µM (titrated, usually from 57.5 µM), for inactives: at the highest dose activation, most hits filed as activators; further: potency means the concentration at half of the fitted maximal effect; % of control where 0% means no effect; nearly all actives have a fitted effect of over 45% in size
#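 ATM-like activity read as KAP-1 phosphorylation via AlphaLISA donor/acceptor antibody pairs after lysis and 6 hr at 25C. Cells were ATM-null patient fibroblasts ([…], hTERT), dosed 60 min, then exposed to the DSB inducer NCS for 30 min.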
# MBNL1 CUG block = MBNL1-poly(CUG) RNA binding inhibition | AID 2675 | 280,000 tested, 0.036% active | Q9NR56 | Potency, µM (series often up to 57.5 µM), without a hit: at the top dose activity change, negative = inhibition, most hits filed as inhibitors | TR-FRET MBNL1-His/biotin-(CUG)12 binding, 665/545 ratio; active means well fitted inhibition curve with a large enough effect in the signal ratio, with a control signal flat, not every such curve was filed as active; inconclusive means small, poorly fitted or top-dose-only effect, or effect the other way, or a change in a side signal; inactive means no such curve, though single readings can be large or run the other way; the % refers to the signal ratio; further: potency means the concentration at half of the fitted maximal effect; on the % scale 0 is the no-effect control and ±100 the full control effect
#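 His-tagged MBNL1 binding to biotinylated (CUG)12 RNA was measured by TR-FRET using terbium anti-His antibody (0.055 ng/ul final) and streptavidin-XL665 (5 nM final). Compounds were titrated 92 nM to 58 uM; 60 min at room temperature.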
# MLL CXXC-DNA inh = MLL CXXC-DNA interaction inhibition. MLL-CXXC / FITC-HOXA9 DNA fluorescence polarization. Potency, µM (highest dose often 115 µM), for the others: at the top dose activity change, negative = inhibition, hits mostly inhibitors. 290,000 tested, 0.037% active. AID 2662; active means well fitted inhibition curve with a large enough effect in the polarisation, with a control signal flat, not every such curve was filed as active; inconclusive means small, poorly fitted or top-dose-only effect, or effect the other way, or a change in a side signal; inactive means no such curve, though single readings can be large or run the other way; the % refers to the polarisation; further: potency means the concentration at half of the fitted maximal effect
#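 Purified MLL-CXXC (added from a 7 uM solution) was preincubated 5 min at ambient with pinned compounds in 50 mM Tris-HCl pH 7.5, 50 mM NaCl, 1 mM DTT, 0.05% BSA. Fluorescein-labeled HOX-A9 DNA (50 nM solution) followed, 30 min, then polarization read.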
# ASM inhibitor = blocks human secretory acid sphingomyelinase; 340,000 tested, 0.006% active; AID 504937; placental ASM, HMU-PC fluorogenic substrate, 60 min; Potency, µM (series often up to 57.5 µM), for the others: top-dose activity change, negative = inhibition, usual class: inhibitors; further: potency means the concentration at half of the fitted maximal effect
#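 Human placenta-derived ASM preincubated with compound 10 min at room temperature, then reacted with 9 uM (final) fluorogenic HMU-PC substrate for 60 min at 37 C. Stop solution raises pH to 10; fluorescence read at Ex 386/Em 447 nm.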
# TRPV1 ag = activates the human vanilloid receptor TRPV1 | Q8NER1 | TRPV1-expressing cells, Fluo-8 calcium influx, agonist mode | activation, % at 8.33 µM | 320,000 tested, 0.19% active | AID 540275; in the data active means activation above about 80%; inconclusive means between about 30% and that limit; further: 0% is about no effect
# Target sequence (Q8NER1 whole entry, looked up): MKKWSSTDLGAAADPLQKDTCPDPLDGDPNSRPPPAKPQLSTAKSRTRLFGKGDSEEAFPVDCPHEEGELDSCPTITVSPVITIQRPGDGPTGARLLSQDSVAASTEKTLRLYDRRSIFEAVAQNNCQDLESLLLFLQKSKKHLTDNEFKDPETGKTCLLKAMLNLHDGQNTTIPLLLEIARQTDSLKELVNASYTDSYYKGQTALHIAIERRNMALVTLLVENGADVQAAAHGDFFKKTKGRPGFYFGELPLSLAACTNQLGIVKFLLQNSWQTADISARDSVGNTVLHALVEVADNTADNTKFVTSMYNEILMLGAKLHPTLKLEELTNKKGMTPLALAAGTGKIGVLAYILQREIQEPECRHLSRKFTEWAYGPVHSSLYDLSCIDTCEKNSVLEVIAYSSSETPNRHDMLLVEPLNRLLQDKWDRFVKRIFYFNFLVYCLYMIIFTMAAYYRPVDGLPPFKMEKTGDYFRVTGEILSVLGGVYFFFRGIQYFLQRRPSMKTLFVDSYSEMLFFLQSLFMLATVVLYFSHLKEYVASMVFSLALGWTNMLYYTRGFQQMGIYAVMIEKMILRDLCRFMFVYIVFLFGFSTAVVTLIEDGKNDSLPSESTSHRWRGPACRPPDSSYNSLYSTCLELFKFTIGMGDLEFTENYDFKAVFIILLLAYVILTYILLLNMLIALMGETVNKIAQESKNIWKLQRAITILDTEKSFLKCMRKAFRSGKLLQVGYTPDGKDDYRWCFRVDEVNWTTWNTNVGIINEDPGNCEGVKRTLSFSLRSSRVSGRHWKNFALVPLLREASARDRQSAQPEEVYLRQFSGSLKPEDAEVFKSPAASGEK
#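 Fluo-8 calcium influx in TRPV1-expressing cells, kinetic read (ex 480/em 520 nm). Compound added and read 3 min for agonist activity, followed by capsaicin at EC20 final and 2 min further read for enhancement.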
# Integrin act MD = activates integrin-mediated alleviation for muscular dystrophy; alpha7betagal myoblasts, beta-gal FDG fluorescence, 48 h; Potency, µM (top dose mostly 38.3 µM), without a hit: top-dose activation, usual class: activators; 350,000 tested, 0.064% active;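 further: potency means the concentration at half of the fitted maximal effect; 100% = response of the positive control SU9516; nearly all actives have a fitted effect of over 60% in size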
#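 alpha7betagal+/- myoblasts (passage 13, 250/well) treated 48 h at 37C with compounds at 1:260 dilution of DMSO stock. Lysed, then beta-galactosidase activity read as FDG fluorescence (ex 480/em 540) after 30 min, with pre-read for autofluorescence.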
# GALK inh = blocks human galactokinase activity; AID 1868; Potency, µM (highest dose often 57.5 µM), inactives show top-dose activity change, negative = inhibition, hits mostly inhibitors; Purified GALK, Kinase-Glo residual ATP luminescence; 270,000 tested, 0.007% active; further: potency means the concentration at half of the fitted maximal effect; on the % scale 0 is the no-effect control and ±100 the full control effect
#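 Galactose (100 uM) and ATP (35 uM) were turned over by 5 nM GALK for 1 h at RT. Kinase-Glo Plus then converted the remaining ATP into a luminescent signal.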
# KCNH2 WT inh = inhibitors of human wildtype KCNH2 potassium channel; Q12809; U2OS, BacMam KCNH2, thallium flux FluxOr; hits give low values; activity change, % at 1.84 µM; 340,000 tested, 0.37% active; AID 720551;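 active means maximum activity change below -70%; inconclusive means maximum activity change between -70% and -50%; inactive means maximum activity change above -50%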; further: on the % scale 0 is the no-effect control and ±100 the full control effect
#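 U2OS cells transduced with wild-type KCNH2 virus are loaded with FluxOr dye for 45 min, and thallium flux is measured in kinetic reads before and after stimulation buffer. Rate constants are normalized to DMSO controls.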
# KCNH2 3.1 block = inhibitors of human KCNH2 3.1 potassium channel isoform; U2OS KCNH2 3.1, thallium flux FluxOr; hits give low values; activity change, % (tested at about 1.8 µM); 340,000 tested, 0.95% active; AID 720553;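 active means maximum activity change below -70%; inconclusive means maximum activity change from -70% to -50%; inactive means maximum activity change above -50%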;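 further: thallium influx rate constant from kinetic fluorescence after stimulation buffer; on the % scale 0 is the no-effect control and ±100 the full control effect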
#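 We transduce U2OS cells with the mutant 3.1 virus, culture them overnight, load FluxOr with Red40 quencher for 45 min, then add stimulation buffer and read kinetically for 2 min to derive a normalized rate constant.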
# Coupling enz = counter-screen for Giardia aldolase inhibitors: coupling enzyme system. activity change, negative = inhibition, % at 58.2 µM, hits read low. 290,000 tested, 0.67% active. coupling enzyme system counterscreen, AmpLite Red fluorescence; in the data active means activity change below about -30%; further: on the % scale 0 is the no-effect control and ±100 the full control effect
#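 Counterscreen lacking aldolase: glyceraldehyde-3-phosphate coupling-enzyme reagent preincubated 10 min at RT with compound (at 57.5 uM final), then substrate/coupling system with AmpLite Red added; fluorescence read at 525/598 nm after 20 min RT.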
# Starred values were filed as active, the others as inactive; i = inactive; ? = inconclusive; · = not tested or not shown. Unless noted, the call rests on the fitted dose curve; in most records, active means well fitted curve in the direction sought with a large enough effect; inconclusive means small, poorly fitted or top-dose-only effect, or another doubt; inactive means no such curve, though single readings can be large; an effect the other way counts as inactive or inconclusive. Not a hit list; 2% or so of the library scored in one or more.
(1) O=C(Nc1nc2cc3c(cc2s1)OCCO3)c1cccc(N2C(=O)CCC2=O)c1
(2) CCOC(=O)C1(Cc2cccc(OC)c2)CCCN(Cc2c(C)nn(C(C)C)c2C)C1 (stereo not given)
(3) O=C(NCc1ccccc1)C(c1cccnc1)N(Cc1ccco1)C(=O)c1ccccn1 (stereo not given)
(4) CCN(C(=O)CN1C(=O)COc2ccc(S(=O)(=O)N3CCCCCC3)cc21)c1cccc(C)c1
(5) COc1cc(C(=O)NCCC2=CCCCC2)ccc1OCc1c(C)noc1C
(6) Cc1ccc(SCC2CNc3nc4ccccc4c(=O)n32)c(C)c1 (stereo not given)
(7) CC(NC(=O)c1ccco1)c1ccc2c(c1)OCO2 (stereo not given)
(8) CCOC(=O)N1CCN(C(=O)Cn2nc(C)n3nc(-c4ccccc4)cc3c2=O)CC1
(9) C1CCN=C(Nc2nn[nH]n2)CC1
(10) CSc1ncccc1C(=O)OCC(=O)N1CCN(C(=O)c2ccco2)CC1
Assay by compound	1	2	3	4	5	6	7	8	9	10
TRPV1 ag	1	4	-2	20	-2	1	1	-1	-2	·
KCNH2 WT inh	-19	1	2	7	-11	-1	-4	0	-8	-16
KCNH2 3.1 block	-21	-7	2	31	-2	-2	28	9	-5	-3
MLL CXXC-DNA inh	-1%	-3%	-3%	0%	·	-1%	0%	5%	-10%	·
Integrin act MD	3%	-11%	18%	-26%	-5%	2%	0%	?	8%	-23%
MBNL1 CUG block	-1%	1%	2%	-11%	·	-1%	-4%	-1%	-3%	·
GALK inh	1%	5%	1%	-6%	·	-2%	-3%	6%	-3%	·
ASM inhibitor	1%	-1%	-3%	-3%	0%	0%	-1%	-2%	1%	-1%
AT treatment	5%	-8%	5%	-6%	2%	7%	10%	6%	-1%	6%
Coupling enz	3	2	0	1	·	-2	·	9	6	·

(11) Cc1cccc(NC(=O)c2cccc(NC3=NC4CS(=O)(=O)CC4S3)c2)c1 (stereo not given)
(12) COc1cc(C(=O)N2CCC(N3CCCCCC3)CC2)cc(OC)c1OC
(13) COc1ccc([C@H]2CC(=O)C=C(c3ccc(C)c([N+](=O)[O-])c3)C2)cc1
(14) O=C(O)CCCC(=O)NCCc1cccc(Cl)c1
(15) CC(C)n1nnnc1-c1ccc(Cl)cc1
(16) COC(=O)[C@H](CCSC)NC(=O)Cn1ccc(NC(=O)OCc2ccccc2)nc1=O
(17) O=C(/C=C\c1ccc2c(c1)OCO2)Nc1nnc(SCC(=O)OCc2ccccc2)s1
(18) O=C(NNC(=O)c1sc2cccc(Cl)c2c1Cl)NC1CCCCC1
(19) COc1ccc(C2(C(N)=O)CCCCC2)cc1OC
(20) CCCCOc1ccc(CSc2ncn[nH]2)cc1
Assay by compound	11	12	13	14	15	16	17	18	19	20
TRPV1 ag	0	·	29	-1	1	-1	-2	16	1	-4
KCNH2 WT inh	5	9	-4	-3	4	-12	·	-8	5	-9
KCNH2 3.1 block	1	1	-19	10	8	-10	·	8	2	-10
MLL CXXC-DNA inh	·	·	·	7%	-5%	·	-7%	2%	-2%	-1%
Integrin act MD	5%	15%	-17%	-6%	-18%	17%	·	-24%	3%	-32%
MBNL1 CUG block	-3%	·	·	-12%	2%	·	·	-17%	0%	-3%
GALK inh	·	·	·	0%	-1%	·	0%	·	0%	3%
ASM inhibitor	12%	0%	8%	4%	1%	2%	·	0%	5%	0%
AT treatment	-13%	·	1%	1%	-5%	5%	-9%	-3%	·	12%
Coupling enz	1	·	·	6	2	·	2	6	3	1

(21) Nc1ncccc1OCc1ccc(Br)cc1
(22) Cc1cccc(NC(=O)CS(=O)(=O)c2cn(C)c3ccccc23)c1C
(23) CC(C)Oc1ccc(C(=O)Nc2nc3ccccc3[nH]2)cc1
(24) Cc1cc(C)cc(NC(=O)c2snc3c(=O)[nH]cnc23)c1
(25) O=C(CSc1nc2ncc(Cl)cc2[nH]1)Nc1cccc(F)c1
(26) CCCOC(=O)Nc1ccc(S(=O)(=O)Nc2ncccn2)cc1
(27) CC(=O)N1CCN(C(=O)Nc2cccc(C(F)(F)F)c2)CC1
(28) COc1ccc([N+](=O)[O-])cc1NC(=O)CCNC(=O)Cn1ccc2ccccc2c1=O
(29) Cc1ccc(S(=O)(=O)N2C[C@@H]3[C@H]4CC[C@H](C4)[C@@H]3[C@@H](C)[C@@H]2c2ccco2)cc1
(30) Cc1ccc(NC(=O)N2CCc3ccccc32)cc1C
Assay by compound	21	22	23	24	25	26	27	28	29	30
TRPV1 ag	15	1	1	0	15	-1	2	-2	·	?
KCNH2 WT inh	-1	-3	2	·	-3	-5	4	5	-4	i
KCNH2 3.1 block	2	-10	3	·	-2	9	7	-1	-25	5
MLL CXXC-DNA inh	10%	9%	6%	3%	25%	-3%	3%	6%	·	1%
Integrin act MD	10%	12%	-6%	·	5%	-15%	16%	13%	17%	?
MBNL1 CUG block	·	-4%	1%	9%	15%	-3%	-7%	8%	·	0%
GALK inh	3%	2%	13%	0%	4%	4%	2%	5%	·	-2%
ASM inhibitor	3%	2%	-2%	·	4%	8%	3%	-5%	-7%	-2%
AT treatment	2%	-2%	5%	1%	13%	-1%	7%	-3%	12%	-1%
Coupling enz	-4	-5	-1	5	1	3	3	0	·	-12

(31) COc1ccc(NS(=O)(=O)c2cc(NC(=O)c3cccnc3Cl)ccc2N2CCCC2)cc1
(32) COc1ccccc1CN1CC(C(=O)NC2CCOCC2)CCC1=O (stereo not given)
(33) COc1ccccc1NC(=O)COC(=O)c1ccc([N+](=O)[O-])s1
(34) C/C(=N\OCC(=O)Nn1c(C)nc2ccccc2c1=O)c1cccs1
(35) O=C(COc1ccc(F)cc1)Nc1nnc(C2CCCCC2)s1
(36) O=C(Nc1ccc(Oc2ccccc2)nc1)C1CCN(Cc2ccco2)CC1
(37) CC1CC(C)(C)NC(=S)N1CCCC(=O)Nc1ccc(Br)cc1 (stereo not given)
(38) CCN(CC)S(=O)(=O)c1ccc(C(=O)NCc2n[nH]c(=S)n2-c2ccccc2OC)cc1
(39) COc1ccc(-c2nc(NC(=O)c3ccc(OCC(=O)N4CCOCC4)c(OC)c3)sc2C)cc1
(40) CC1CCC(C(=O)NC(C(=O)Nc2ccccn2)C(C)C)CC1 (stereo not given)
Assay by compound	31	32	33	34	35	36	37	38	39	40
TRPV1 ag	1	-4	9	-1	0	-2	9	0	-1	0
KCNH2 WT inh	-10	22	-15	12	-14	-3	12	7	-8	8
KCNH2 3.1 block	-3	·	0	1	-9	-20	-9	4	-2	11
MLL CXXC-DNA inh	0%	4%	-8%	-5%	11%	2%	-1%	-2%	3%	8%
Integrin act MD	-6%	8%	6%	-20%	9%	-22%	-2%	6%	-23%	28%
MBNL1 CUG block	·	14%	?	?	-2%	1%	0%	5%	·	1%
GALK inh	-1%	-3%	5%	-2%	5%	-1%	0%	0%	1%	-2%
ASM inhibitor	-9%	5%	-2%	-1%	2%	11%	2%	-2%	-29%	4%
AT treatment	3%	0%	5%	0%	4%	6%	-9%	2%	3%	1%
Coupling enz	-5	·	1	-5	·	-1	0	5	0	-1

(41) CN(C(=O)COC(=O)C(C)(C)Oc1ccc(Cl)cc1)c1c(N)n(Cc2ccccc2)c(=O)[nH]c1=O
(42) CC(=O)c1c(C)[nH]c(C(=O)OCC(=O)Nc2sc3c(c2C#N)CCC(C)C3)c1C (stereo not given)
(43) CCCn1c(=S)[nH]c2cc(C(=O)N3CCc4ccccc43)ccc2c1=O
(44) CN(C)c1ccc(/C=N/NC2=NS(=O)(=O)c3ccccc32)cc1
(45) CSc1nc(N)nc(C2CC2)n1
Assay by compound	41	42	43	44	45
TRPV1 ag	2	3	6	-4	-1
KCNH2 WT inh	28	2	2	2	0
KCNH2 3.1 block	9	-24	-12	-10	-1
MLL CXXC-DNA inh	·	1%	3%	?	-8%
Integrin act MD	7%	6%	-6%	-3%	-29%
MBNL1 CUG block	·	13%	2%	?	2%
GALK inh	·	1%	-2%	·	-3%
ASM inhibitor	3%	-12%	-6%	-5%	-2%
AT treatment	7%	-15%	7%	-8%	14%
Coupling enz	·	9	-2	5	1
